GalR3 antag = blocks the human galanin receptor 3. O60755. HEK293 GalR3-CNG cAMP membrane potential fluorescence; galR3 body fused to GalR1 C-terminus. inhibition, % at 3 µM. 360,000 compounds, 0.44% hits. AID 651719;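 active = inhibition above the screen-wide average plus 3 SD, cut at about 13% in these data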;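 note: forskolin and galanin both at EC90 stimulate the cells; cAMP rise reported by CNG channel membrane potential dye signal; 0% = forskolin plus galanin with DMSO and 100% = forskolin alone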
Target sequence (O60755 1-299 limits assumed): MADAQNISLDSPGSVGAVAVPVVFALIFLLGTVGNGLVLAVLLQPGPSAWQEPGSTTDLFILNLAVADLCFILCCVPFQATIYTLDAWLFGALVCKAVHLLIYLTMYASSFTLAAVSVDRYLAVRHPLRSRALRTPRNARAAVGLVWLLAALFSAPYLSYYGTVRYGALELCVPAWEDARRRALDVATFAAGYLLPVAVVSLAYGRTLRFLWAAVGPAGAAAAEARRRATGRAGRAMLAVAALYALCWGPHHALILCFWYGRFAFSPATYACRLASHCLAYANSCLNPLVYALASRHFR
The depositor's hits bear a star. This is a subset (hit frequency here may not be typical).

SMILES	GalR3 antag
CCc1nc2c(OCc3cc(Cl)cc(Cl)c3)cccn2c1N(C)C(=O)c1cccc(OC)c1	-6
CC(C)c1ccc(NC(=O)Nc2nnc([C@@H]3C[C@H](O)[C@@H](CO)O3)s2)cc1	-6
O=C(Nc1cccc(C(F)(F)F)c1)c1csc([C@@H]2O[C@H](CO)[C@H](O)[C@H](O)[C@H]2O)n1	-5
COCCNC(=O)C1(C)CCN(Cc2ccc(C(C)C)cc2)C1 (centres undefined)	-3
CC(C)[C@@H](C)/C=C/[C@@H](C)[C@H]1CC[C@@H]2[C@]1(C)CCC1[C@]23C=C[C@]2(C[C@@H](O)CC[C@]12C)N(c1ccc(Br)cn1)O3 (some centres undefined)	-6
Cc1cc2nc(-c3ccc(F)cc3)c(Cc3ccccc3)n2c(C)c1Br	-2
Cc1ccc(F)cc1C(=O)N1CCCC1(C)C(=O)NCC(C)C (centres undefined)	0
COC(=O)c1cc2c(c3c4cc(OC)ccc4n(S(=O)(=O)c4ccc(OC)cc4)c13)C(=O)N(Cc1ccco1)C2	0
CCOc1ccc(CCN2C(=S)N([C@@H](Cc3ccc(O)cc3)CN3CCC[C@@H]3CN3C(=S)NC[C@@H]3CC(C)C)C[C@@H]2Cc2ccccc2)cc1	-6
CC(=O)NC(c1ccccc1)c1nc(-c2cccc(C(=O)O)c2)cs1 (centres undefined)	-8
CN(C)c1ccc(C(=O)NCC2CCN(C(=O)C(=O)c3cccs3)CC2)cc1	-2
N#C/C(=C\c1cccn1S(=O)(=O)c1cccc(C#N)c1)S(=O)(=O)c1ccc(F)cc1	-1
O=C(c1ccc(-c2ccccc2)cc1)N1CCN(c2ccc3c(c2)C2CC3CCN2C(=O)OCc2ccccc2)CC1 (centres undefined)	-4
COCC(=O)N1C[C@H]2CON(C)[C@H]2C[C@H]1c1cccc(-c2cc(Cl)cc(Cl)c2)c1	-7
CC(=O)c1ccc(OC2(C)CCN(Cc3ccc(C)cc3)C2)cc1 (centres undefined)	-7
CC1(C(=O)NCc2cccc3ccccc23)CCN1Cc1cccc2c1OCO2 (centres undefined)	-3
O=C(NCc1ccccc1)[C@H]1CCCN1C(=O)[C@H]1CCCN1C(=O)c1ccc(F)cc1F	-5
COC(=O)[C@]12C[C@H](CC(=O)N3CCCCC3)C(=O)N(Cc3ccc4c(c3)OCO4)C1=C[C@H](C(C)(C)C)O[C@@H]2C	-7
COC(=O)[C@@]12C[C@@H](CC(=O)NCc3ccc(OC)c(OC)c3)C(=O)N(Cc3cccc4ccccc34)C1=CCC(C)(C)C2	-1
COc1cccc(OC)c1C(=O)NCCNc1nc2cc(C)cc(C)c2cc1C#N	-3
CCc1ccc(N2C=C(C(=O)OC)C(c3ccc(OC)cc3)C(C#N)=C2N)cc1 (centres undefined)	-8
CN(c1cccnc1)c1ccc(NC(=O)Cc2c[nH]c3ccccc23)cc1-c1cccnc1F	-7
C[C@@H]1CN(c2ccc(N3CCNC[C@@H]3C)cc2C#N)CCN1Cc1ccccc1	-8
COC(=O)c1ccc2nc(-c3ccc(F)cc3)c(Cc3cccc(F)c3)n2c1	-9
Cc1noc(-c2ccccc2)c1NC(=O)Nc1ccc2nc([C@H]3C[C@H](O)[C@@H](CO)O3)[nH]c2c1	-2
COCCCNC(=O)[C@@H](Cc1ccccc1)NC(=O)CC[C@H]1O[C@@H](n2ccc(=O)[nH]c2=O)[C@H](O)[C@@H]1O	-7
O=C(NCc1ccc(F)cc1)c1cc(C2CCCN(C(=O)c3cccs3)C2)on1 (centres undefined)	-8
COc1ccccc1Cc1c(-c2ccc(C)cc2)nc2c(C)cc(Br)cn12	0
CCCCc1c(-c2ccccc2OC)ncn1Cc1cccc(OC)c1	-10
CC(O)(c1ccc(F)c(F)c1)c1nc(-c2ccncc2)cs1 (centres undefined)	-7
COC(=O)c1cnc(Nc2nc(C(N)Cc3ccccc3)cs2)nc1C(F)(F)F (centres undefined)	-5
O=C(NCc1ccncc1)[C@@H]1CCCN1C(=O)[C@@H]1CCCN1C(=O)c1ccccc1Cl	-5
COc1ccc(-c2cc3nc(NCCN4CCCC4)n(C)c(=O)c3s2)cc1OC	-2
CC(C)(C)c1ccc(S(=O)(=O)NC(=O)C2(C)CCN2C(=O)c2cccc3ccccc23)cc1 (centres undefined)	-7
CCc1nc2ccc(C(=O)NCCCN3CCCC3=O)cn2c1N(C)C(=O)C1CCCCC1	-2
OC(c1ccccc1)(c1ccccc1)C1CCN(CCCOc2ccc(-c3cccnc3)cc2)CC1	-6
COc1ccc(NC(=O)C2Cc3c(-c4ccc(NC(C)=O)cc4)ccnc3O2)cc1OC (centres undefined)	-2
CCCNC(=O)c1cc(C2CCCN(C(=O)c3ccc4ccccc4c3)C2)on1 (centres undefined)	0
C=CCOc1cccn2c(N(C=O)Cc3ccccc3)c(CC)nc12	-3
COC(=O)N1CCCCC1c1cc(C(=O)NCc2ccc(Cl)c(Cl)c2)no1 (centres undefined)	-8
C[C@H](O)[C@@H]1C(=O)N2CCc3c([nH]c4ccccc34)[C@@H]2C[C@@H]1N(C)C(=O)c1ccco1	-6
CCCc1nc2ccc(C(=O)OC)cn2c1Cc1cccc(F)c1	0
CC1(C(=O)NS(=O)(=O)c2ccccc2)CCN1C(=O)C1(c2ccccc2)CCCC1 (centres undefined)	-7
C=CCN1C(=O)c2n[nH]c(C(C)C)c2C1c1ccccc1 (centres undefined)	-6
O=C(NC(c1ccccc1)c1cnccn1)C1CCN(CCOc2ccc(Cl)cc2Cl)CC1 (centres undefined)	-6
Cc1ccc2c(=O)n3c(nc2c1)C(CC(C)C)NC(=O)c1ccc(Cl)cc1-3 (centres undefined)	-5
CCc1nc2ccc(C(=O)NCCCN3CCCC3=O)cn2c1N(C)Cc1ccc(OC)cc1	-4
C=C1[C@@H](OC(C)=O)C=C[C@@]2(C)C=CC(=O)[C@@](C)(OC(C)=O)[C@@H]2[C@@H](OC(C)=O)[C@]2(O)[C@@H](C)C(=O)O[C@H]2[C@H]1Cl	-5
Cc1ccc(S(=O)(=O)N2C[C@H]3C(=O)C[C@@H](c4ccccc4)N(S(=O)(=O)c4ccccc4[N+](=O)[O-])[C@H]3C[C@H]2c2ccccc2)cc1	-4
NC(c1ccccc1)c1csc(NC(=O)Nc2cccc(Cl)c2)n1 (centres undefined)	-7

Given as labelled records: entries from further up.
C=C1[C@@H](OC(C)=O)C=C[C@@]2(C)C=CC(=O)[C@@](C)(OC(C)=O)[C@@H]2[C@@H](OC(C)=O)[C@]2(O)[C@@H](C)C(=O)O[C@H]2[C@H]1Cl
  GalR3 antag: -5

NC(c1ccccc1)c1csc(NC(=O)Nc2cccc(Cl)c2)n1 (centres undefined)
  GalR3 antag: -7

C[C@H](O)[C@@H]1C(=O)N2CCc3c([nH]c4ccccc34)[C@@H]2C[C@@H]1N(C)C(=O)c1ccco1
  GalR3 antag: -6

CCCc1nc2ccc(C(=O)OC)cn2c1Cc1cccc(F)c1
  GalR3 antag: 0

Next entries.
SMILES	GalR3 antag
O=S(c1cc(Cl)cc(Cl)c1O)c1cc(Cl)cc(Cl)c1O	-6
COc1ccc(-c2coc3c(C(=O)NCc4ccc(C(F)(F)F)cc4)cccc23)c(C)c1	-4
O=C(NCc1cccnc1)c1csc([C@H]2C[C@H](O)[C@@H](CO)O2)n1	-5
Cc1cccnc1C(NC(=O)C1CCN(Cc2ccc(Cl)cc2)CC1)c1ccccc1 (centres undefined)	-3
CC(C)(C)c1ccc(S(=O)(=O)NC(=O)C2(C)CCN2C(=O)Cc2ccc(-c3ccccc3)cc2)cc1 (centres undefined)	-8
COc1ccccc1Cc1c(C2CCCCC2)nc2c(C)cc(Br)cn12	-5
O=C1NC[C@H](CCCCN2CCN(CCc3ccc(O)cc3)C(=O)C2=O)N(CCC2CCCCC2)C1=O	-4
O=C(NNS(=O)(=O)c1c(F)cc(F)c(Cl)c1F)C12CC3CC(CC(C3)C1)C2	-3
COc1cccc(C2CC(OCCF)=CC(=O)O2)c1 (centres undefined)	-6
Nc1ccn([C@@H]2O[C@H](C(=O)N3CCN(C(=O)C(F)(F)F)CC3)[C@@H](O)[C@H]2O)c(=O)n1	-9
CCN(C)C1CN(Cc2cn(Cc3ccccc3)nn2)S(=O)(=O)C1 (centres undefined)	-4
CC(C)C[C@H]1CN([C@@H](Cc2ccc(O)cc2)CN2CCC[C@H]2CN2C(=O)C(=O)NC[C@@H]2Cc2ccccc2)C(=O)C(=O)N1CC1CCCCCC1	-8
CC1(C(=O)NS(=O)(=O)c2ccc(Br)cc2)CCN1C(=O)c1cccc(F)c1 (centres undefined)	-6
CCCCn1nnnc1C(c1ccccc1)N1CCN(c2ccccc2)CC1 (centres undefined)	-8
CCNC(=O)C1(C)CCN(C(=O)c2ccc(C)c(F)c2)C1 (centres undefined)	-5
O=C(N[C@H](Cc1ccccc1)C(=O)N1CCCN(Cc2ccccc2F)CC1)[C@H]1O[C@@H](n2ccc(=O)[nH]c2=O)[C@H](O)[C@@H]1O	-7
CC1(C(=O)Nc2cccc3c2CCCC3)CCN1C(=O)CCc1ccc(Cl)cc1Cl (centres undefined)	-3
CC(C)c1cc(Cn2c3ccccc3c(=O)n2C(C)CBr)on1 (centres undefined)	-6
Cc1ccccc1CN1C(=O)CN(S(C)(=O)=O)CC1(C)C(=O)NC(C)C (centres undefined)	-6
COCCNC(=O)C1(C)CCN(C(=O)c2ccc(C(F)(F)F)nc2C)C1 (centres undefined)	-2
CCCCOCCCNC(=O)C[C@H]1C[C@@]2(C(=O)OC)C(=C[C@H](C(C)(C)C)O[C@@H]2C)N(Cc2ccccc2)C1=O	-4
CC1(C(=O)O)CCCN1C(=O)c1cccc(F)c1 (centres undefined)	-5
C[C@@H]1CN([C@@H](C)CO)C(=O)CCCn2cc(nn2)CO[C@H]1CN(C)C(=O)c1ccncc1	0
COc1ccc(C(=O)Nc2cccc(NC(C)=O)c2)cc1	-4
CC1(c2nnnn2C2CCCC2)CCC(=O)N1c1ccc2c(c1)OCCO2 (centres undefined)	-5
COCCCNC(=O)[C@H](Cc1ccccc1)NC(=O)CC[C@H]1O[C@@H](n2ccc(=O)[nH]c2=O)[C@H](O)[C@@H]1O	2
COc1ccc(CNC(=O)c2cccc3c(-c4cccnc4)coc23)cc1OC	89*
CC1(C)OC(=O)C2=C(C[C@@H](CCOCc3ccccc3)O[C@H]2c2ccc(F)cc2)O1	-7
CC(C)(C)NC(=O)C(C1CC1)n1c(=O)c(-c2cc3ccccc3[nH]2)nc2ccccc21 (centres undefined)	-6
O=C(NCC1CCN(C(=O)C(=O)c2cc3ccccc3o2)CC1)c1ccc2c(c1)OCC2	-4
Cc1cccc(N2CCN(C3C(=O)Nc4ccccc4-n4nnnc43)CC2)c1C (centres undefined)	1
Cn1c(NCc2cccnc2)nc2cc(-c3cccc(C(F)(F)F)c3)sc2c1=O	-8
CC[C@H](NC(=O)/C=C/[C@H]1O[C@@H](n2cc(C)c(=O)[nH]c2=O)C[C@@H]1O)c1ccccc1	1
O=C1Nc2ccccc2-n2nnnc2C1N1CCN(c2ccccn2)CC1 (centres undefined)	-7
Cc1cccc(C)c1NC(=O)C(c1ccnc2ccccc12)n1c(=O)c(-c2ccccc2)nc2ccccc21 (centres undefined)	-9
C[C@@H]1ON(C)[C@H]2C[C@H]3c4cc(Nc5ccccc5)ccc4CCN3C[C@@H]12	-4
C[C@H](NC(=O)[C@@H]1CCCN1C(=O)[C@@H]1CCCN1C(=O)c1ccc(Cl)cc1)c1ccccc1	-3
CC1(C(=O)Nc2cnc3ccccc3c2)CCN1Cc1ccc(-c2ccccc2)o1 (centres undefined)	-5
O=S1(=O)N[C@@H](Cc2ccccc2)COc2cccc(N3CCN(Cc4ccccc4F)CC3)c21	-7
CC1(C(=O)NS(=O)(=O)c2cccc(OC(F)F)c2)CCN1C(=O)Cc1cccs1 (centres undefined)	-6
COC(=O)[C@]12CCCCC=C1N(Cc1cccc3ccccc13)C(=O)[C@H](CC(=O)N1CCSCC1)C2	-5
CC(=O)Nc1cccc(-c2ccnc3c2CC(C)(C(=O)NCc2ccc(F)c(F)c2)O3)c1 (centres undefined)	-2
CC1(C(=O)Nc2cccc(NS(C)(=O)=O)c2)CCN1Cc1ccccc1OC(F)F (centres undefined)	-7
Cc1ccc2nc(-c3ccc(Cl)cc3)c(CC3CCCCC3)n2c1	-5
CCOC(=O)[C@]12CCCC=C1N(Cc1ccc(Cl)cc1Cl)C(=O)[C@H](CC(=O)N1CCSCC1)C2	0
CC(C)(C)n1nnnc1C(c1cc2ccccc2o1)N1CCN(C(=O)OCc2ccccc2)CC1 (centres undefined)	-5
CCCCn1nnnc1C(c1cc2ccccc2o1)N1CCN(CCN(C)C)CC1 (centres undefined)	-6
Cc1cc(N2CCN(S(C)(=O)=O)C[C@H]2C)ccc1N1CCN(Cc2ccccc2)[C@H](C)C1	-2
COc1ccccc1CCn1cnc(-c2ccc(Br)cc2)c1CC(C)C	-5
COc1ccc(CN2C(=O)c3ccccc3C2c2nnnn2-c2ccc3c(c2)OCCO3)cc1 (centres undefined)	-6

Continued:
SMILES	GalR3 antag
CC1CCN(C(=O)c2[nH]c(C(F)(F)F)nc2-c2ccccc2)CC1	-1
CCCCc1c(-c2ccc(OC)cc2)ncn1CCc1ccccc1OC	-5
Cc1cc(Cl)ccc1C(O)c1ncc(-c2ccc(C(F)(F)F)cc2)[nH]1 (centres undefined)	-5
COc1ccc(-c2nc3c(Cl)cc(C(F)(F)F)cn3c2Cc2cccc(F)c2)cc1OC	-6
